HEK293 viab – reduces viability of HEK-293 SNCA reporter cells; HEK-293-SNCA-luc viability, GF-AFC fluorescence, 24 h; Potency, µM (top dose mostly 57.1 µM), for the others: at the highest dose activity change, negative = cytotoxicity, most hits filed as cytotoxic; 150,000 tested, 0.12% active;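 also: potency is read from the fitted curve at half-maximal effect; 0% = DMSO-treated cells and -100% = medium-only wells without cells; nearly all actives have a fitted effect of over 30% in size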
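Cytotoxicity counterscreen: after 24 h compound treatment of genome-edited SNCA-luciferase HEK-293 cells, live-cell protease substrate GF-AFC read by fluorescence after 30 min; activity scaled between DMSO (0%) and medium-only (-100%), curves Hill-fitted.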
IP6K1 inhibitor – IP6K1 kinase inhibition; Q92551; IP6K1 kinase, ADP-Glo luminescence, 2 h; active compounds read low; activity change, % (series mostly up to about 58 µM); 140,000 tested, 0.81% active; AID 1645851; in the data active = activity change below about -25%
Target sequence (Q92551 whole entry, looked up): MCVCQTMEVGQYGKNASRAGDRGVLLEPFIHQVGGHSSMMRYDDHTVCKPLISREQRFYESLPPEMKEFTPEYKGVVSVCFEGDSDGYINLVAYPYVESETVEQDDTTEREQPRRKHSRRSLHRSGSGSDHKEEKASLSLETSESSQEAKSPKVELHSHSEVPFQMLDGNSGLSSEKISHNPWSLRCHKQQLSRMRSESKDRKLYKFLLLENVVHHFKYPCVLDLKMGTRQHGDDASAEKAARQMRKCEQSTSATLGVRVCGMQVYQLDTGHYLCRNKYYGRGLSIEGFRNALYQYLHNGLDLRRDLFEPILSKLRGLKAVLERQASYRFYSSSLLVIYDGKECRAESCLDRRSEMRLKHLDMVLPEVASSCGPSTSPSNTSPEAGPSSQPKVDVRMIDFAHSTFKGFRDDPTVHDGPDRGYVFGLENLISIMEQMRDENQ
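ADP-Glo luminescence measures ADP made by human IP6K1 during a 2 h RT reaction with ATP/IP6 (mix at 1.3 mM/130 uM); top library doses 57.5 and 19.1 uM final.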
3T3 cytotox – NIH 3T3 cell cytotoxicity; 94,000 tested, 4.3% active; Potency, µM (titrated, usually from 96.7 µM), for inactives: at the top dose activity change, negative = cytotoxicity, most hits filed as inhibitors; AID 1345082; NIH 3T3 viability, CellTiter-Glo ATP luminescence, 48-72 h; also: potency is read from the fitted curve at half-maximal effect; nearly all actives have a fitted effect of over 55% in size
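Cytotoxicity is measured as loss of cellular ATP: NIH 3T3 cells (400/well) are exposed to compound for 48 or 72 hr at 37 °C, then CellTiter-Glo luminescence is imaged after 10 min at room temperature.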
FLuc inh – Photinus pyralis luciferase inhibition; AID 1347043; purified P. pyralis luciferase, luminescence, biochemical; 76,000 tested, 2.5% active; Potency, µM (highest dose often 115 µM), inactives show at the highest dose activity change, negative = inhibition, hits mostly inhibitors; P08659; also: potency is read from the fitted curve at half-maximal effect; nearly all actives have a fitted effect of over 65% in size
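FLuc 10nM, D-luciferin 10uM, ATP 10uM, Mg acetate 10mM, Tris acetate pH 7.5, Tween/BSA; cpd qHTS; enzyme added last; CCD luminescence.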
GPT2 inhibitor – GPT2 alanine aminotransferase inhibition; Recombinant GPT2, coupled pyruvate oxidase/HRP Amplex Red fluorescence; Potency, µM (highest dose often 57.7 µM), inactives show at the top dose activity change, negative = inhibition, actives largely listed as inhibitors; 100,000 tested, 0.25% active; Q8TD30; also: potency is read from the fitted curve at half-maximal effect; nearly all actives have a fitted effect of over 60% in size; many of its hits are not listed in these tables
Target sequence (Q8TD30 whole entry, looked up): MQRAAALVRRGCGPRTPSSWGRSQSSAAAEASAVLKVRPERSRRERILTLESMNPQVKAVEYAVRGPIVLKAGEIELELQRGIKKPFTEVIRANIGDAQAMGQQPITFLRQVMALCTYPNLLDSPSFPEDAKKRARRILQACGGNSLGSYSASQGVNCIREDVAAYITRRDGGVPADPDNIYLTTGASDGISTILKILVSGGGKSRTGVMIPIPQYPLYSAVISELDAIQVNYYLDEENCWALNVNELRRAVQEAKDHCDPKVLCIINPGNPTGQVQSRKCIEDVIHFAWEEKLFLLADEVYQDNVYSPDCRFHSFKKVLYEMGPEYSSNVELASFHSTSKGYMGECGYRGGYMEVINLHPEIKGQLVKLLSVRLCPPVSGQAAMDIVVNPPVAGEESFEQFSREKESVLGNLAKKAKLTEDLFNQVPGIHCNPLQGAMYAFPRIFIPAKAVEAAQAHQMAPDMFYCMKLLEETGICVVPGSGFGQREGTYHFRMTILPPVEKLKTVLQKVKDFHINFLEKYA
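GPT2 10ng/uL, a-KG 250uM, L-Ala 2mM, HEPES pH7.5 + 0.0001% Tween; 30 min RT. Then Amplex mix (PO/HRP/ThPP), 30 min RT dark, fluorescence. AOA 50uM used as positive control.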
HEK293 tox – cytotoxic compounds in HEK 293 cells; HEK 293 viability, ATP luminescence (CellTiter-Glo), 48-72 h; Potency, µM (doses to about 115 µM), without a hit: at the highest dose activity change, negative = cytotoxicity, hits mostly inhibitors; 94,000 tested, 6.6% active; also: potency is read from the fitted curve at half-maximal effect; nearly all actives have a fitted effect of over 60% in size
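Viability of HEK 293 cells, plated at 250 cells/well, was judged by cellular ATP after compound treatment for 48 or 72 hr. Luminescence was imaged 10 min after CellTiter-Glo addition at room temperature.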
SNCA expr inh – inhibitors of alpha-synuclein (SNCA) gene expression; HEK-293 SNCA-luciferase knock-in, luminescence, 24 h; Potency, µM (series often up to 57.2 µM), for the others: at the highest dose activity change, negative = inhibition, actives largely listed as inhibitors; 140,000 tested, 0.17% active;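 also: potency is read from the fitted curve at half-maximal effect; plate controls were DMSO cells for no effect and cell-free wells for full effect; nearly all actives have a fitted effect of over 45% in size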
* marks the source's active call; other numbers are inactive results; i = inactive; ? = inconclusive; / = no result given; [ ] = another dose, or the depositor's remark. Unless noted, calls follow the shape of the dose curve; as a rule, active = well fitted curve in the direction sought with a large enough effect; inconclusive = small, poorly fitted or top-dose-only effect, or another doubt; inactive = no such curve, though single readings can be large; an effect the other way counts as inactive or inconclusive. Unless noted, % is scaled to controls: 0 for no effect and ±100 for the full control effect. Not all compounds are listed, so the mix of outcomes need not match the whole.

SMILES	HEK293 viab	IP6K1 inhibitor	3T3 cytotox	FLuc inh	GPT2 inhibitor	HEK293 tox	SNCA expr inh
CC(C)(C)C(=O)NCCc1noc(C2CC2)n1	5.0%	23.7	-17.8%	-7.2%	i	-10.6%	10.1%
CC(=O)Nc1ccc(NC(=S)NC(=O)c2ccc(C(C)(C)C)cc2)cc1	-16.8%	-14.1	/	/	-1.4%	/	/
COCCNc1ncccc1-c1noc([C@@H]2CCCN2Cc2ccco2)n1	-8.0%[87.6 µM]	-6.3	-16.1%[138 µM]	3.6%[172 µM]	i	-14.8%[172 µM]	-21.1%[87.6 µM]
O=C(CC1CCCN(c2cn[nH]c(=O)c2)C1)NCc1ccc(F)cc1F (stereo not given)	5.6%	6.8	3.5%	1.1%	-13.1%	-0.2%	3.7%
COc1ccc(C(=O)N2CCN(C(=O)c3nnn4c3COC(c3ccc(C)cc3)C4)CC2)cc1 (stereo not given)	-4.6%	-14.0	-15.4%	0.5%	2.2%	-22.0%	-2.3%
CC1(C)CCCC2(C)C(CO)C3CCC2C31 (stereo not given)	-12.4%	-0.2	/	/	i	/	/
CCOc1ccc(C(=O)c2cn(Cc3ccc(OC)cc3)c3cc(OC)c(OC)cc3c2=O)cc1	?	0.6	/	/	/	/	-21.9%
C/C=C(\C)C(=O)OCC1OC(OC2OC(COC(=O)/C(C)=C/C)C(OC3OC(CO)C(OC(=O)/C(C)=C/C)C(OC(=O)/C(C)=C/C)C3O)C(O)C2O)C(O)C(O)C1OC1OC(CO)C(OC(=O)/C(C)=C/C)C(OC(=O)/C(C)=C/C)C1O (stereo not given)	36.7%[12.5 µM]	38.8	/	/	i	/	/
CNC(=O)N1CCCC(Cn2cnc3cccnc32)C1 (stereo not given)	5.4%	3.2	2.8%	4.3%	i	0.6%	22.3%
COCCn1c(C)nnc1-c1cc(Nc2cccc(OC)c2)ccn1	12.2%[87.6 µM]	24.7	?	-22.2%[172 µM]	i	?	-13.9%[87.6 µM]
COc1cc(OC)cc(-c2nc(-c3ccc4c(c3)[nH]c(=O)n4C)no2)c1	10.1%	-4.5	/	/	/	/	44.8%[activator]
CCOC(=O)c1cccc(NCC2=CC(C)(C)COc3ccc(OC)cc32)c1	/	25.6	?	/	/	?	/
COc1cc(SC)ccc1C(=O)N1CCn2c3c(c4cc(C)ccc42)CCCC31 (stereo not given)	-0.5%	23.8	/	/	/	/	-25.3%
CC(=O)c1cccc(Nc2nc(-c3cccc(C)c3)nc3ccccc23)c1	-5.5%	-38.8*	/	/	/	/	52.3%[activator]
NC[C@H]1O[C@@H](n2cnc3c(N)ncnc32)[C@H](O)[C@@H]1O	3.6%	/	/	/	i	/	-0.8%
CSc1ccc(-c2cccc(C(=O)NCC(=O)NCc3cccnc3)c2)cc1	-10.8%	0.9	?	/	i	22.4µM*	-9.3%
Cc1nn(-c2ccccc2)c2c1C(C)N(CC1CN(C(=O)c3ccc(Cl)cc3)C1)C2=O (stereo not given)	/	8.5	35.5µM*	/	/	?	/
Cc1nc(-c2c3n(c(=O)n(Cc4ccc(Cl)cc4)c2=O)CCCCC3)no1	5.5%	16.2	-6.1%	-4.0%	i	-6.0%	-0.1%
Cn1nnc(-c2cccc(NC(=O)Cn3nc4c(cc3=O)CCCC4)c2)n1	-8.3%	27.6	-3.8%	-5.8%	i	9.0%	-9.5%
COc1ccc(C(=O)N2CCCC(C(=O)N3CCC(N4Cc5cccn5C4=O)CC3)C2)cc1 (stereo not given)	4.1%	-9.4	-16.3%	/	i	?	-3.1%
O=C(c1ccco1)N1CCCCCC1c1nc(C2CC2)no1 (stereo not given)	-5.9%	-13.3	-19.2%	/	?	-26.5%	?
CC(C)CCN1CCc2nc(N3CCN(C)CC3)[nH]c(=O)c2CC1	-0.7%	8.1	2.5%	10.2%	-8.6%	-1.8%	19.9%
N#CSc1cc(SC#N)c(N)nc1N	?	-42.8*	/	/	?	/	/
O=c1[nH]ccn1C1CCN(Cc2ccc(F)cc2)CC1	2.1%[87.6 µM]	20.9	-21.1%[138 µM]	12.5%[172 µM]	i	-20.6%[172 µM]	11.4%[87.6 µM]
O=C(C1CC1)N1CCC(Cc2nc(C3CC3)n[nH]2)CC1	-3.1%	-12.8	-3.8%	-0.7%	-9.4%	-7.8%	-17.0%
COCCn1nnnc1C1CC2(CCOCC2)C(=O)N1Cc1ccc(SC)cc1 (stereo not given)	4.4%	3.3	-0.7%	0.6%	i	i	21.8%
Cc1cc(NC(=O)CCNS(=O)(=O)c2ccc3c(c2)oc(=O)n3C)ccc1Br	8.8%	-13.9	/	/	/	/	-10.4%
COC(=O)c1ccc2c(c1)nc1n2[C@@H](CNCc2cccc(OC)n2)COC1	9.8%[87.6 µM]	-6.5	-27.1%[138 µM]	-5.2%[172 µM]	4.7%[88.5 µM]	?	-9.0%[87.6 µM]
COc1ccc(C(=O)N2CC[C@H](CO)[C@H](NC(=O)C3CC3)C2)cc1F	6.3%[12.5 µM]	32.2	-12.4%	-5.3%	i	-4.4%	11.1%
CNC(=O)[C@@H]1C[C@@H](O)CN1C1CCN(C(=O)c2ccccc2OC)CC1	6.5%	11.1	-8.3%	0.0%	?	-27.6%	10.3%
Cc1cc(N2CCN(C)C3(CCNC(=O)CC3)C2)nc(N2CCCCC2)n1 (stereo not given)	-1.2%	-3.6	-0.4%	6.7%	-3.8%	-0.3%	8.9%
OC[C@@H]1CNC[C@H]1C1CCN(Cc2ccco2)CC1	3.8%[12.5 µM]	-9.7	-4.9%	5.2%	i	-3.0%	4.9%
Cc1ccc(-c2nn(CC(=O)NC3CCCC3)c3c2cnc2ccccc23)cc1	1.8%	32.8	/	/	/	/	37.7%[activator]
Cc1cn2nc(C(=O)N3CCC(NC(=O)CCc4ccccc4)CC3)cc2c(=O)[nH]1	-7.2%	-3.4	0.8%	1.9%	i	1.3%	-18.8%
COc1ccc(CN2C(=O)[C@@H]3C[C@@H](O)CN3C3(CN(Cc4ccc(NC(C)=O)cc4)C3)C2=O)cc1	4.1%	-7.7	-1.7%	-9.6%	?	-1.2%	4.2%
COc1cc(CNC(=O)c2nc(C(O)c3ccccn3)oc2C)cc(OC)c1 (stereo not given)	-4.4%[87.6 µM]	-5.3	79.4µM*	-23.2%[172 µM]	-12.4%[88.5 µM]	?	-13.9%[87.6 µM]
Cc1cc(-c2nc3ncccc3o2)ccc1NC(=O)COc1ccccc1C	0.5%	-7.3	/	/	/	/	-16.5%
O=C(NC1CCCN(c2cc(-c3ccc(F)cc3)[nH]n2)C1)c1cccc(Cl)c1 (stereo not given)	?	14.5	17.8µM*	-7.5%	i	35.5µM*	-14.8%
O=C(CC1CCCCN(Cc2ccccc2)C1=O)NC1CCCCCC1 (stereo not given)	-17.6%	4.6	?	0.0%	-10.3%	?	-27.1%
CC1=C(c2ccc(C)cc2)S(=O)(=O)N(Cc2ccc(C(=O)NCc3ccccc3F)cc2)C1=O	6.5%	-13.0	/	/	/	/	37.2%[activator]
CCOc1ccccc1NC(=O)C1CCN(S(=O)(=O)c2ccc3c(c2)CC(C)N3C(C)=O)CC1 (stereo not given)	11.1%	1.0	/	/	/	/	-7.5%
O=C(c1ccc(CSc2nc3ccncc3n2Cc2cccc(F)c2)cc1)N1CCCCC1	-11.3%	-15.0	/	/	/	/	-2.3%
Cc1cc2nc3n(c(=O)c2n1CC(=O)Nc1cc(F)cc(F)c1)CCCCC3	-8.7%	0.2	2.8%	10.2%	0.0%	-5.3%	?
O=[S+]([O-])(c1cccs1)N1CC(Oc2ccc(F)c(F)c2)C1	-8.4%	-3.0	-22.2%	/	-7.1%	-16.5%	18.4%
COCCc1nncn1C1CCN(C(=O)c2cc(Cl)ccc2F)CC1	4.1%	11.8	-28.4%	-10.7%	i	-6.1%	0.5%
Cc1ccc(NC(=O)N2CCN(c3ccc(Cl)c(Cl)c3)CC2)cc1	3.8%	24.5	/	/	/	/	-7.2%
O=C(c1cnc(Cc2c(Cl)cccc2Cl)[nH]c1=O)N1CCOCC1	2.4%	5.3	3.1%	-4.0%	-6.0%	1.7%	-1.1%
Cc1nc(NC(=O)NC2CCN(Cc3ccccc3)CC2)nn1C	-8.1%	12.5	-1.8%	-0.4%	i	1.1%	-2.4%
CCn1cc(CN2C[C@@H](COc3ccccc3)[C@H](C(N)=O)C2)cn1	7.9%	18.9	-18.6%	-9.6%	?	i	-1.1%
COc1ccc(C2Cn3nnc(-c4nc(-c5ccc(C)cc5)no4)c3CO2)cc1 (stereo not given)	-0.2%	3.2	4.2%	-7.3%	-0.2%	8.3%	-7.5%
Cc1ccc(C)c(-c2cc3c(=O)n(CCNC(=O)c4cccc(F)c4)ccn3n2)c1	-12.5%	-2.0	?	-0.9%	-3.8%	?	-20.0%
Cn1c(=O)oc2cc(S(=O)(=O)NC(Cc3ccccc3)C(=O)Nc3ccc(F)c(Cl)c3)ccc21 (stereo not given)	2.4%	3.7	/	/	/	/	-9.7%

Assay outcomes from PubChem.
